GPR7 antagonist: antagonists of human GPR7 (neuropeptides B/W receptor 1). 1.1% of 290,000 active. inhibition, % at 4.4 µM. GPR7-expressing cells, fluorescence antagonist assay. P48145; in the data active = inhibition above about 16%, passing the limit was not always enough;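 note: cells stimulated with the agonist NPW; 0% = agonist with vehicle and 100% = vehicle without agonist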
CHO-K1 Ca antag: counter-screen for M1 antagonists: effect in parental CHO-K1 cells. inhibition, % at 3 µM. ATP-induced calcium, Fluo-8 fluorescence. 0.6% of 360,000 active;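 active = inhibition above a per-plate cutoff, the plate's mean sample inhibition plus 3 SD, cut at about 24% in these data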;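 note: 0% = DMSO plus EC80 ATP and 100% = DMSO alone without ATP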
TAAR1 antagonist: human TAAR1 antagonism. 1.5% of 360,000 active. inhibition, % at 3 µM. CHO RD-HGA16 TAAR1, Fluo-8 calcium fluorescence, antagonist. Q96RJ0. AID 624466;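 active = inhibition above a per-plate cutoff, the mean inhibition of test compounds on that plate plus 3 SD, cut at about 49% in these data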;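 note: 0% = DMSO plus EC80 beta-PEA response and 100% = DMSO alone without agonist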
Target sequence (Q96RJ0 whole entry, looked up): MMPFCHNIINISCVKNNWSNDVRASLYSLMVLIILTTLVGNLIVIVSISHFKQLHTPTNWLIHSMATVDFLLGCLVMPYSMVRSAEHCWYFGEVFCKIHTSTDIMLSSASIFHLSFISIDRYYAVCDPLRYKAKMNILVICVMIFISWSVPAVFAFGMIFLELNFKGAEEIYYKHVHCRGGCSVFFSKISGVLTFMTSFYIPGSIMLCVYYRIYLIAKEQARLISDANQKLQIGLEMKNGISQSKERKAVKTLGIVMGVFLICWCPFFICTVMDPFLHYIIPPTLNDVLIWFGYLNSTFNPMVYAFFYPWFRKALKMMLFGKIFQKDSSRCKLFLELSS
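test system = CHO RD-HGA16 cells bearing hTAAR1 | replication = singlicate | controls = DMSO-only wells and EC80 β-PEA-stimulated wells | reagent = EC80 β-phenethylamine stimulus | read-out basis = percent inhibition of PEA-evoked calcium signal, max/basal emission ratio | schedule = seeding 17-24 h prior, 75-min 37 °C, 30-min RT dye loading | signal = kinetic Fluo-8 calcium fluorescence measurement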
CHO parental Ca: signal in parental CHO cells, OX1R antagonist counter-screen | parental CHO-K1, ATP-induced calcium, Fluo-8 fluorescence | inhibition, % at 5.6 µM | 0.63% of 330,000 active;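 active = inhibition above that plate's mean sample inhibition plus 3 SD, cut at about 26% in these data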;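 note: 0% = ATP-challenged DMSO wells and 100% = DMSO wells without ATP; some compounds past the cut are filed as inactive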
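Assay system – parental CHO cells · Reagent – ATP stimulus · Detection – intracellular calcium via Fluo-8 no-wash fluorescent dye · Evaluation – percent inhibition of ATP-evoked calcium rise, normalized to controls · Controls – ATP wells versus no-ATP DMSO wells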
M1 ag parental: counter-screen for M1 agonists: effect in parental CHO-K1 cells; activation, % at 3 µM; AID 602248; Fluo-8 calcium fluorescence; scaled to maximal ATP response, vehicle zero; 0.48% of 360,000 active; in the data active = activation above about 15%;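 note: untransfected CHO-K1 host cells lacking M1 receptor as counterscreen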
CHO-K1 Ca PAM: nonselective activator or artifact in parental CHO-K1 calcium assay; ATP EC20, Fluo-8 calcium fluorescence; 0% at ATP EC20, 100% at ATP max; activation, % at 3 µM; 0.02% of 360,000 active; AID 602247;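 active = activation above the run cutoff, the mean activation of all test compounds plus 3 SD, cut at about 40% in these data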;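 note: peak over basal fluorescence ratio in a 140 s read after ATP addition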
OXTR potentiator: potentiates the human oxytocin receptor response; activation, % at 3 µM; CHO-OTR cells, Fluo-8 calcium fluorescence, potentiator mode; 0% = oxytocin EC15, 100% = EC100; P30559; 0.061% of 320,000 active;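 active = activation above that plate's cutoff, the mean activation of tested compounds plus 3 SD, cut at about 6.6% in these data, passing the limit was not always enough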;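 note: 100% uses oxytocin at 75 nM as the full agonist control; some results filed as inactive read as strong as hits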
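Material: CHO-OTR cells, human receptor; compound dosing: single dose, 3.0 µM nominal final compound concentration; schedule: 6 min compound pre-incubation at room temperature, 100 s kinetic read; measured by: kinetic Fluo-8 calcium fluorescence; read-out basis: % activation vs EC15 and EC100 oxytocin; controls: EC15 oxytocin alone as 0%, 75 nM oxytocin as 100%; replicates: singlicate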
OXTR agonist: agonists of human oxytocin receptor; CHO-OTR cells, Fluo-8 calcium fluorescence; normalized: DMSO 0%, oxytocin 100%; 0.32% of 320,000 active; activation, % at 3 µM;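 active = activation above the mean of all tested compounds plus 3 SD, cutoff set per screening run, cut at about 20% in these data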;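 note: peak over basal fluorescence ratio from a 100 s FLIPR kinetic read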
V1aR counter: counter-screen for oxytocin receptor agonists: human V1a receptor agonists | P37288 | CHO-V1R cells, Fluo-8 calcium fluorescence, agonist mode; 0% DMSO, 100% 3 nM vasopressin | activation, % at 3 µM | 0.25% of 320,000 active | AID 2797;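 active = activation above the mean activation of all tested compounds plus 3 SD, per screening run, cut at about 20% in these data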;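 note: signal is peak over basal fluorescence ratio across a 100 second FLIPR read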
Target sequence (P37288 whole entry, looked up): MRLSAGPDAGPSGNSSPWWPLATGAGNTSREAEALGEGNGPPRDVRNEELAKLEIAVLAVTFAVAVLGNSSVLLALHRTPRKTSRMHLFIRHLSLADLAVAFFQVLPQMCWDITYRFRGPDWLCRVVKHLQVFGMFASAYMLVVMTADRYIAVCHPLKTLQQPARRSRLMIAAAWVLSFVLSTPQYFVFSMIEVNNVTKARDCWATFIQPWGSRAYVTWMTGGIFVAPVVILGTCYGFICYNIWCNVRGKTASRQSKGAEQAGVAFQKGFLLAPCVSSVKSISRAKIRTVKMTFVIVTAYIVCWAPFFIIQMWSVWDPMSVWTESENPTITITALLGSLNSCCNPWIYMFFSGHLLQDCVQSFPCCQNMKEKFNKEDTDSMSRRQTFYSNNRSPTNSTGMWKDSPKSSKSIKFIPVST
Active calls of the source: *; x = not tested or not shown.

compound,GPR7 antagonist,CHO-K1 Ca antag,TAAR1 antagonist,CHO parental Ca,M1 ag parental,CHO-K1 Ca PAM,OXTR potentiator,OXTR agonist,V1aR counter
CCOC(=O)CCc1c(C)n[nH]c1C,-1,3,-10,-11,-0.2,-13,-7,0.7,-0.4
CC(=O)Nc1ccc2nc(C3CC3)n(Cc3ccc(Cl)cc3)c(=O)c2c1,-22,-17,-5,-11,1.9,17,-9,2.4,2.8
Cc1c(C(=O)NCc2ccccc2C(F)(F)F)sc(=O)n1Cc1ccc2c(c1)OCO2,x,-15,37,x,1.1,19,x,x,x
COc1ccc(S(=O)(=O)N2CCOCC2)cc1NC(=O)COc1ccc(C(C)=O)cc1OC,x,-4,-9,x,1.0,5,x,x,x
CCOC(=O)c1ccc(S(=O)(=O)Nc2cc(C(C)(C)C)no2)cc1,6,-4,9,-7,1.2,12,-1,-1.3,-0.2
COc1ccccc1NC(=O)C1CCCN(S(=O)(=O)c2cccc3nsnc23)C1 (stereo unspecified),-7,2,9,-28,2.0,-1,-3,-1.3,-0.3
CCOc1ccc(CN2CCN(Cc3nc(C(C)C)cs3)CC2CCO)cc1 (stereo unspecified),-6,x,-12,-19,x,x,1,1.2,2.2
C=CCN1CN(CCc2ccccc2)CNC1=S,-3,-8,5,-10,0.3,9,7,1.8,-0.8
Cc1ccc(C(=O)Nc2cc3c(oc2=O)CCCC3=O)cc1,-11,1,12,-3,1.0,12,3,0.8,0.6
O=C1C2CC=C(Cl)CC2C(=O)N1CC1OCCc2ccccc21 (stereo unspecified),-13,-1,-1,-5,0.3,7,-3,1.4,0.5
CCCn1nc(C(=O)Nc2ccc3nc(N4CCOCC4)sc3c2)ccc1=O,x,9,3,x,1.0,-22,x,x,x
COc1ccc(C(=O)Nc2ccc(NC(=O)c3cccc(F)c3)cn2)cc1,6,-6,-1,1,0.5,3,-5,1.9,1.8
FC(F)(F)c1cnc(-c2cnc(-c3ccncc3)nc2)c(Cl)c1,-4,-9,7,-18,-0.3,18,-4,-1.9,-0.9
Cc1cc2ccccc2c(=O)n1CC(=O)NCC(=O)N1CCN(c2ccccc2F)CC1,1,-8,1,-16,-0.6,20,-3,-1.8,-0.9
CN(C)c1ccc(CCc2ccc(N)cc2)cc1,x,-3,6,-11,1.6,15,-7,1.4,0.9
CCn1c(=O)n(CC(=O)N2CC(C)CC(C)C2)c(=O)c2ccccc21 (stereo unspecified),-4,-4,9,-15,0.0,20,-6,-0.5,0.6
CC(=O)c1ccc(NS(=O)(=O)Cc2ccccc2)cc1,-11,-14,-8,8,0.7,-11,-7,0.4,0.4
CN(C)C(=O)CCC(=O)N(C)CC1CCCN(CCc2ccc(F)cc2)C1 (stereo unspecified),12,-5,3,-5,-0.2,4,-7,-0.7,-0.2
CCCCC1=CC2=CC(=O)C(C)(OC(=O)CCc3ccccc3)C(=O)C2=CO1 (stereo unspecified),x,-22,1,-13,1.4,25,-5,0.5,0.8
Cc1nc2ccc(NC(=O)c3ccc([N+](=O)[O-])cc3[N+](=O)[O-])cc2s1,1,-24,-13,-24,4.1,12,-4,3.5,3.3
CC1(C)Cc2c(sc(NC(=O)C(=O)N3CCCC3)c2C(=O)O)CO1,1,-6,-12,16,0.8,5,-4,0.2,1.4
C/C(=N/NC(=O)CNC(=O)C1COc2ccccc2O1)c1ccc([N+](=O)[O-])cc1 (stereo unspecified),-6,-7,-6,-8,0.5,-9,2,2.4,2.2
O=C(COC(=O)CCCNC(=O)c1ccc(Cl)cc1)NCc1ccccc1Cl,-5,-2,2,-12,1.1,6,-10,0.7,1.8
C=CCNC(=S)NCc1ccc(CNC(=S)NCC=C)cc1,-8,-9,9,-4,0.8,13,-7,0.3,0.9
CCCc1cc(=O)[nH]c(SCC(=O)Nc2cc3c(cc2C(C)=O)OCO3)n1,-6,-2,-14,-8,0.0,6,-14,-0.7,8.3
COc1ccccc1C(=O)NCCC(=O)NNC(=O)C1COc2ccccc2O1 (stereo unspecified),x,3,-9,-4,0.9,9,5,-0.5,1.0
O=C(N[C@@H]1C/C=C\C[C@@H](CC(=O)N(CCO)Cc2ccccc2)C(=O)N[C@H](Cc2ccccc2)COC1=O)OCC1c2ccccc2-c2ccccc21,x,3,-17,-20,0.3,4,-6,-1.5,-0.5
O=C(NC1CC1)C1CCN(Cc2cnn(-c3ccccc3)c2-n2cccc2)CC1,-1,0,3,-12,-0.2,1,-3,-0.2,-0.4
COc1cccc(C(=O)NCC(=O)OCC(=O)NC2CCCCC2)c1,x,-12,6,-7,0.6,7,0,-0.7,-0.6
O=C(NC(Nc1nc2ccc([N+](=O)[O-])cc2s1)(C(F)(F)F)C(F)(F)F)c1cccnc1,-1,24*,-32,6,9.3,13,-12,17,14
COc1ccc(OC)c(S(=O)(=O)N2CCCC(C(=O)N3CCCCCC3)C2)c1 (stereo unspecified),-6,-9,-19,-21,0.8,10,6,-1.2,-0.6
CCCCn1c(N)c(N(CC(C)C)C(=O)c2c(CC)noc2C)c(=O)[nH]c1=O,x,11,-37,16,0.7,-10,-9,0.1,-0.3
COC(=O)c1cc(NC(=O)CN2CCc3cc4c(cc3C2)OCCCO4)cc(C(=O)OC)c1,-3,2,11,-7,-0.8,8,-1,-0.7,0.1
C/C(=N/NC(=O)c1ccc(Cl)s1)c1ccc(NC(=O)COc2ccc(Cl)cc2)cc1,-10,2,-4,-19,0.2,3,-14,0.2,1.0
COc1cccc(C(=O)N2CCN(Cc3ccc(OC)cc3OC)CC2)c1,6,-21,-1,-8,1.6,34,-6,1.3,1.3
Cc1ccc(C(=O)N2C(CC(=O)Nc3ccc(Cl)cc3)C(=O)NC3CCCCC32)cc1 (stereo unspecified),8,-20,40,-6,5.7,14,-3,-1.8,-0.2
CC(=O)NCCN1C(=O)S/C(=C\c2cccs2)C1=O,-5,-10,-3,-12,1.5,8,-16,0.6,0.3
Cc1ccc(NC(=O)CN(C)C(=O)Cn2c(=O)oc3ccccc32)cc1,x,5,1,0,-0.1,2,-3,1.1,1.9
C=CCN(CC=C)C(=S)NC(=O)c1ccc(C)c(Br)c1,-1,2,15,-3,0.1,13,-9,-2.5,-0.5
CC1(c2ccc3noc(-c4ccccc4)c3c2)OCCO1,-9,3,8,-12,1.5,9,-19,-1.0,3.6
O=C(c1ccc(F)cc1)c1ccc(N2CCCCC2)cc1,14,-10,-3,-8,-0.1,16,-17,-1.8,-0.4
OCC(CO)(CO)N=Cc1cc(Br)ccc1O,-5,-19,-1,-11,0.3,23,6,0.0,-0.7
CCOc1ccc(-c2cn(-c3ccc(OC)cc3)c(SC)n2)cc1,-8,12,1,-35,0.5,-12,-7,-0.5,1.3
COC(=O)CSc1nc2c(c(=O)n(C)c(=O)n2C)n1CCCc1ccccc1,-9,-10,-1,-17,0.3,7,-15,-0.1,0.3
O=C(COc1ccc(Cl)cc1)Nc1cc2c3c(c1)CC(=O)N3CCC2,x,-7,10,-14,1.9,0,-9,-0.5,-0.1
CCOc1ccc(NC(=O)CN2CCN(CC(=O)Nc3cccc(F)c3)CC2)cc1,-7,-15,-2,-25,-0.5,23,-1,0.7,1.7
Cc1ccccc1OCc1nnc2n1CC(C)S2 (stereo unspecified),-8,4,-32,-7,-0.2,4,-2,0.1,1.1
COc1ccc(-c2cc(C(=O)N3CCCCCC3)c3ccccc3n2)cc1OC,x,-1,24,x,4.0,9,x,x,x
CCOC(=O)C1CCN(S(=O)(=O)c2cccc(-c3cn4cccc(C)c4n3)c2)CC1,-1,0,34,-13,3.4,9,-19,2.6,2.2
COCCN(C(=O)COc1ccccc1C#N)c1c(N)n(Cc2ccccc2)c(=O)[nH]c1=O,x,3,1,8,0.2,4,-1,-0.2,-1.2
Cc1cc(=O)[nH]c(SCC(=O)Nc2cccc(S(=O)(=O)N3CCOCC3)c2)n1,x,-16,7,11,0.0,13,-12,-1.0,0.6
CC1(OC(=O)C2CCCC2)C(=O)C=C2C=C3CCCCN3C=C2C1=O (stereo unspecified),x,-8,x,-5,0.6,14,8,0.8,0.9
Cc1c(N(C(=O)Cc2cccs2)C2(C(=O)NC3CCCC3)CCCCC2)c(=O)n(-c2ccccc2)n1C,-10,-4,-11,-13,-0.1,-2,6,0.7,0.2
COc1ccc(S(=O)(=O)NCc2csc(C)n2)cc1,-7,4,3,-15,0.2,-5,-1,0.6,0.2
CCC(C)[C@H]1CNCCN1CCc1cccc2ccccc12 (stereo partly specified),x,-2,-11,-10,0.0,11,-12,1.1,2.0
CC(NC(=O)CSc1nc2ccccc2n1C)c1ccccc1 (stereo unspecified),-13,1,5,-11,0.3,-5,-1,0.5,0.5
